NCOA3 inh – SRC3 coactivator transcriptional activity inhibitors, primary screen, cell-based, luminescence; HEK293 GAL4-SRC3 luciferase reporter; inhibition, % at 3.6 µM; actives 0.17% (n = 360,000);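 active = inhibition above a per-campaign cutoff, the mean of all compounds plus 3 SD, cut at about 60% in these data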;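 note: 0% = DMSO-treated cells and 100% = gossypol-treated cells at 36 µM; higher means less SRC3-driven luciferase light from the GAL4 reporter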
TROY signal inh – inhibitors of TROY-driven NF-kB signaling, primary screen, Q293 LMP1-TROYcd cells, NF-kB luciferase, uHTS | inhibition, % at 10 µM | actives 0.98% (n = 360,000) | Q293 LMP1-TROYcd NF-kB luciferase reporter, 4 h | AID 1347056, 2019;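 active = compounds whose plate-normalised and pattern-corrected inhibition of the luciferase reporter signal at the single screening dose is 50% or more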
LRH-1 inv ag – LRH-1 (NR5A2) inverse agonists, primary screen, cell-based, luminescence, HEK293T, StAR-luciferase reporter | Nuclear receptor subfamily 5 group A member 2 (Homo sapiens), O00482 | LRH-1 transfected, 24 h | inhibition, % at 3.6 µM | actives 0.13% (n = 360,000) | AID 602396, 2012;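 active = inhibition above the mean inhibition of all tested compounds plus 3 SD, cut at about 73% in these data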;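 note: 0% = DMSO wells and 100% = reporter-only cells lacking LRH-1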
NOD2 RIPK2 PPI – NOD2-RIPK2 binding disruptors in cells, primary screen, fluorescence, CHO cells, BLA complementation | AID 624267, 2012 | inhibition, % at 4.98 µM | actives 0.38% (n = 360,000) | Receptor-interacting serine/threonine-protein kinase 2 (Homo sapiens), O43353 | CCF4 ratio; in the data active = inhibition above about 21%;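 note: 0% = vehicle only and 100% = reference blocker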
Target sequence (O43353 whole entry, looked up): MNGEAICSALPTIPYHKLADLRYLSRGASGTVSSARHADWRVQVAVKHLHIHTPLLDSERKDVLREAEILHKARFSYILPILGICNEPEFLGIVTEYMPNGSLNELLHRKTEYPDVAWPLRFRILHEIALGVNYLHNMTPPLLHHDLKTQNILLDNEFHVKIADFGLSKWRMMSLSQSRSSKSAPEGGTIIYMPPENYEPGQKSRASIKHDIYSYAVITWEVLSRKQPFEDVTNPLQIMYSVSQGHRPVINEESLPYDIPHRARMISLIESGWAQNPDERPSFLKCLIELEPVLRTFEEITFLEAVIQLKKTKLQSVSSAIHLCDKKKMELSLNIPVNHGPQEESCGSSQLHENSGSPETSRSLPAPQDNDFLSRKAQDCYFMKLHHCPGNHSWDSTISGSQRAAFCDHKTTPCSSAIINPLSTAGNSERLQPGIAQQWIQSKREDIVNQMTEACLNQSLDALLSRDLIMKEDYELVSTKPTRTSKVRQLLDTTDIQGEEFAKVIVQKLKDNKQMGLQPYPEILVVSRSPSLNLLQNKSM
Vif inh – HIV Vif self-association inhibitors, primary screen, imaging, HEK293T, single point; HEK293T cells, Vif self-association by quenched fluorescence, 24 h; inhibition, % at 7.49 µM; actives 0.35% (n = 340,000); AID 602346, 2012; in the data active = inhibition above about 50%, passing the limit was not always enough; inconclusive = no clear call, values can overlap the other calls; inactive = below about 31%; note: some results filed as inactive read as strong as hits
NR2F2 inh – NR2F2 transcriptional activity inhibitors, primary screen, cell-based, luciferase reporter, HEK293T, luminescence; inhibition, % at 8.6 µM; HEK293T NGFI-A luciferase reporter; actives 0.7% (n = 370,000); AID 686940, 2013;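 active = inhibition above a per-plate cutoff, mean inhibition of test wells between control levels plus 3 SD, cut at about 38% in these data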;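 note: cells cotransfected with COUP-TFII expression vector driving the NGFI-A reporter; 0% = median of COUP-TF2 test wells and 100% = reporter-only cells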
Target sequence (P24468 whole entry, looked up): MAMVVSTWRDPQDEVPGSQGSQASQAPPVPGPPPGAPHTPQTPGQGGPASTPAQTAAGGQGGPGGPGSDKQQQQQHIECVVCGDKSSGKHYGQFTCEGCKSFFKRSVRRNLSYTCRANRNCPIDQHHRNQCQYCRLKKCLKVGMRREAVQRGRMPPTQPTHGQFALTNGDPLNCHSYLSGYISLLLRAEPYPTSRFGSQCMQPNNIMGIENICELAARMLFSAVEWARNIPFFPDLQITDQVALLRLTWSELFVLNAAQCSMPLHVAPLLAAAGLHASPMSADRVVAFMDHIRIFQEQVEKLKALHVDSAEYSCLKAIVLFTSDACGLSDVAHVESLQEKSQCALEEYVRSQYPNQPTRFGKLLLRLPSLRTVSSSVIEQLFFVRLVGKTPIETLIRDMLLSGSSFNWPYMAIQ
TRAIL sens C8 – viability loss with TRAIL in NB7+C8 cells, primary screen, TRAIL sensitizer project, cell-based, ATPlite luminescence. inhibition (viability loss, TRAIL sensitization), % at 10 µM. actives 1% (n = 360,000). AID 624354, 2012;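 active = compounds causing at least 50% loss of cell viability in the single-dose screen, relative to plate controls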
LMP1 NFkB inh – EBV LMP1-driven NF-kappaB luciferase reporter inhibitors, primary screen, cell-based, luminescence, single point. inhibition, % at 12.5 µM. LMP1-induced NF-kappaB luciferase reporter cells. actives 0.69% (n = 350,000); in the data active = inhibition above about 41%; inconclusive = no clear call, values can overlap the other calls;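 note: 0% = neutral control wells and 100% = reference inhibitor control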
NCOA2 inhibitor – inhibition of GAL4-SRC2 driven luciferase reporter, primary screen, SRC2 inhibitor project, cell-based, luminescence; actives 0.17% (n = 370,000); HEK293 GAL4-SRC2 luciferase reporter; inhibition, % at 9 µM; Nuclear receptor coactivator 2 (Homo sapiens), Q15596;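 active = inhibition above the mean inhibition of all tested compounds plus 3 SD, set per campaign, cut at about 52% in these data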;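 note: 0% = DMSO treated cells and 100% = cells given Gossypol at 36 µM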
TLR9-MyD88 block – inhibitors of TLR9-MyD88 association in cells, primary screen, cell-based, CHO, BLA complementation, fluorescence; Toll-like receptor 9 (Homo sapiens) + Myeloid differentiation primary response protein …; CCF4 FRET ratio; actives 0.21% (n = 340,000); inhibition, % at 4.98 µM; AID 504734, 2011;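 active = inhibition above the mean over all tested compounds plus 3 SD, cut at about 21% in these data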;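 note: 0% = DMSO only wells and 100% = clavulanate BLA inhibitor control wells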
SRC1 inh – SRC1 coactivator transcriptional activity inhibitors, primary screen, cell-based, luminescence | Nuclear receptor coactivator 1 (Homo sapiens), Q15788 | HEK293 GAL4-SRC1 luciferase reporter | inhibition, % at 3.6 µM | actives 0.12% (n = 360,000) | AID 588354, 2011;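 active = inhibition above the campaign mean plus 3 SD, with each screening campaign given its own cutoff, cut at about 60% in these data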;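 note: 0% = DMSO treated cells and 100% = gossypol at 36 µM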
Starred values were filed as active, the others as inactive; ? = inconclusive; . = not tested or not shown. These rows are one share of the data; count on the stated rates, not on these rows.

SMILES	NCOA3 inh	TROY signal inh	LRH-1 inv ag	NOD2 RIPK2 PPI	Vif inh	NR2F2 inh	TRAIL sens C8	LMP1 NFkB inh	NCOA2 inhibitor	TLR9-MyD88 block	SRC1 inh
COCCCn1c(C)nnc1SCC(=O)NCc1ccco1	3	8	-29	-9	3	-14	-38	-2	-1	1	-10
O=C(c1ccccc1SCc1ccccc1)N1CCOCC1	-9	3	-17	-4	-1	-5	4	0	-3	-9	2
CC1(C)C(=O)N(c2ccccc2)C(=O)c2ccccc21	-47	-5	4	0	0	0	-24	-2	-6	-5	5
CCOC(=O)C1=C(C)N(C2CCCCC2)C(=O)C1	1	.	-2	-7	-5	3	11	3	-3	5	-3
C/C(=N\NC(=O)NC1CCCCC1)c1ccc(OC(F)F)cc1OC(F)F	10	16	13	9	1	8	-15	-6	20	-1	7
Cn1c(Cc2cccs2)n[nH]c1=S	-16	14	2	5	0	-1	-15	-3	-3	11	-11
COc1cccc(/C=C/C(=O)NCc2ccc3c(c2)OCO3)c1	-7	-12	2	-16	-1	-11	-10	-18	4	-3	-47
CC12CC(NC(=O)N1c1cccc(C(=O)N3CCN(c4ccccc4)CC3)c1)c1ccccc1O2 (stereo not drawn)	8	10	0	11	-4	3	-2	3	7	1	5
Cc1cccc(OCC(=O)N(Cc2ccccc2)c2c(N)n(Cc3ccccc3)c(=O)[nH]c2=O)c1	5	3	-1	-7	-2	9	2	-5	18	4	-7
COc1ccc2oc(C(=O)N3CCN(S(=O)(=O)c4ccc(F)cc4)CC3)c(C)c2c1	-4	10	2	2	1	19	-5	-4	4	-12	-7
O=C(c1ccccc1)c1ccc(Sc2ccc([N+](=O)[O-])cc2)cc1	5	8	18	-3	-1	12	0	6	12	-4	-4
C/C(=N\NC(N)=O)c1ccc(-n2ccnc2)cc1	-11	-2	5	1	1	-12	-1	13	10	-3	-13
COc1c(Cl)cnn(-c2ccc(Cl)c(Cl)c2)c1=O	0	9	24	4	3	7	21	5	-13	-2	-17
C=CCc1cc(C)ccc1OCC(O)CN1CCN(c2ccccc2)CC1 (stereo not drawn)	0	1	-14	2	-5	12	-12	-8	-3	-6	6
CCCc1nnc(NC(=O)C(=O)NCCN(CC)CC)s1	2	54*	-2	-7	4	23	9	-2	17	3	3
O=S(=O)(Nc1ccc2c(c1)OCCO2)c1ccc(F)c(F)c1	8	0	-10	-4	13	13	-3	4	-24	3	4
CCc1cccc(NS(=O)(=O)c2cccc3cccnc23)c1	-13	-14	-13	1	2	12	5	-5	8	7	-2
CC(=O)Nc1ccc(NC(=O)CSc2nnc(C)n2-c2ccccc2)cc1	5	-9	-14	-2	11	-9	2	8	13	2	-14
COc1ccc(C(C)(C)C)cc1NC(=O)COC(=O)C1=NNC(=O)CC1	-14	7	-10	6	4	2	-3	-2	-9	-9	-3
COc1ccc(-c2cc(C)no2)cc1S(=O)(=O)NCc1ccc(OC(C)C)cc1	11	14	23	4	-5	-8	7	0	24	-9	10
CCC(=O)NCCn1ccc2ccccc21	-2	1	-3	4	-6	-5	-7	-3	7	2	-21
Cc1ccc(S(=O)(=O)N(CC(=O)NCCSC2CCCCC2)c2ccccc2F)cc1	7	5	5	9	-11	8	0	-7	-12	-3	-4
Cc1ccccc1Nc1ccc(S(=O)(=O)N2CCOCC2)cc1[N+](=O)[O-]	-7	12	-12	-9	-5	1	3	-5	-15	-3	-48
CSc1nc(C)cc(OCNC(=O)c2cccs2)n1	-2	-4	13	-5	.	8	8	3	-3	-8	7
Cc1ccc(CNC(=O)c2ccc(N3CCC4(CC3)CC(c3cccc(Br)c3)=NO4)c(NC(=O)c3ccco3)c2)cc1	4	9	-9	-1	.	10	2	13	11	3	-4
CC(=O)Nc1ccc2c(COC(=O)[C@@H](NS(=O)(=O)c3ccc(C)cc3)C(C)C)cc(=O)oc2c1	-6	8	4	4	2	3	-9	0	-5	0	-1
C/C(=N\NC(=O)CSc1nc2ccccc2s1)c1cccnc1	15	2	-10	1	2	0	-13	3	-22	-1	-12
CCNC(=O)NC(=O)COC(=O)c1cccc(S(=O)(=O)N2CC3(C)CC2CC(C)(C)C3)c1 (stereo not drawn)	-4	22	-16	-1	-8	12	-14	6	12	-2	-4
c1ccc(Cc2nc3ccccc3s2)cc1	-21	-7	-5	-2	-9	9	-1	-1	1	2	-4
COc1ccc(Cl)cc1NC(=O)C1CCN(S(C)(=O)=O)CC1	6	-20	-9	10	6	6	-2	1	1	0	7
CN(C(=O)c1ccc(S(=O)(=O)N(C)C)cc1)c1ccc2ccccc2c1	1	-22	-10	-4	9	11	-11	5	-9	0	-13
COc1ccc(N=Nc2ccc(O)c3ncccc23)cc1	-43	-9	-7	0	3	11	31	?	4	11	-30
CCc1cc2c(=O)n(-c3ccc(Br)cc3)cnc2s1	-60	-38	-82	-3	16	-8	12	-6	-69	-7	-129
COc1cc(CNCc2ccccc2)c(Br)cc1OC1CCCC1	-9	1	17	1	75*	-2	6	-6	14	-14	10
Cc1c(Cl)cccc1NC(=O)CC1NCCNC1=O (stereo not drawn)	4	10	8	-1	7	18	-4	7	10	6	-5
Cc1cc(C)cc(C(=O)NCC(=O)OCC(=O)N(C)c2ccccc2)c1	7	23	10	-4	2	9	-17	-2	-18	3	-47
COc1ccc(CCNC(=O)C(=O)NCC2OCCN2S(=O)(=O)c2ccc(C)cc2)cc1 (stereo not drawn)	-3	7	4	9	3	10	-12	2	19	13	-12
CCc1ccc(NC(=O)C2CCN(S(=O)(=O)c3ccc4[nH]c(=O)ccc4c3)CC2)cc1	10	6	22	3	2	4	3	6	-34	-1	1
CC(C)OC(=O)/C(=C\c1ccc2c(c1)c1ccccc1n2C)NC(=O)c1ccccc1	-48	-61	-49	-19	.	-17	-4	-29	-28	-5	-73
C=CCOc1c(CNc2ccc3[nH]c(=O)[nH]c3c2)cccc1OC	11	-7	-6	-8	4	3	14	2	1	-1	3
Cc1cc(C(=O)Nc2c(F)cc(F)cc2Br)no1	-7	-20	-5	3	6	-4	-6	1	-16	0	-12
O=C(C1CCCC1)N1CCN=C1SCc1cccc([N+](=O)[O-])c1	3	38	8	11	-1	-9	6	8	-26	-3	-29
CCN(CC)C(=O)C1CCC(CNS(=O)(=O)c2cccc3nsnc23)CC1 (stereo not drawn)	-8	8	-11	-6	2	1	12	4	4	3	-5
COc1ccccc1C(=O)NCCCN1CCCC1=O	-1	-10	-26	1	0	10	-4	1	1	-8	-1
C=C(C)Cn1c(SCC(=O)O)nnc1-c1ccccc1	9	-7	11	-3	4	5	-7	-4	10	-1	3
Cc1cccc(NC(=S)Nc2ccccn2)c1	-41	-33	-85	-7	-8	-30	2	-23	-28	-2	-39
O=C(CSc1nc2ccccc2n1CCc1ccccc1)c1ccc(O)c(O)c1	-7	8	-4	3	6	1	8	-2	-4	2	-23
Oc1ccccc1C=NNC(=S)NC1CC2C=CC1C2 (stereo not drawn)	-67	-40	-55	15	-5	-22	19	-3	-53	-6	-49

Printed as active in Vif inh (from the list above):
| structure | NCOA3 inh | LRH-1 inv ag | NOD2 RIPK2 PPI | Vif inh | NR2F2 inh | LMP1 NFkB inh | NCOA2 inhibitor | TLR9-MyD88 block | SRC1 inh |
| --- | --- | --- | --- | --- | --- | --- | --- | --- | --- |
| COc1cc(CNCc2ccccc2)c(Br)cc1OC1CCCC1 | -9 | 17 | 1 | 75* | -2 | -6 | 14 | -14 | 10 |

Additional structures follow.
SMILES	NCOA3 inh	TROY signal inh	LRH-1 inv ag	NOD2 RIPK2 PPI	Vif inh	NR2F2 inh	TRAIL sens C8	LMP1 NFkB inh	NCOA2 inhibitor	TLR9-MyD88 block	SRC1 inh
COc1cccc(NC(=O)CCSc2nnc3scc(-c4ccccc4)n23)c1	2	17	-13	-3	-3	-1	2	25	-17	4	-38
COc1ccc(NC(C(=O)Nc2cccc(C(C)=O)c2)c2ccccc2)cc1 (stereo not drawn)	4	-55	-2	-8	-6	2	4	8	-22	-7	-9
O=C(COC(=O)c1cn(-c2ccccc2)nc1-c1cccs1)NC1CC1	-4	-11	17	4	-2	5	-5	-11	10	0	-3
Cc1cc(C)c(NC(=O)CN2C(=O)NC3(CCOc4ccccc43)C2=O)c(C)c1 (stereo not drawn)	-4	1	16	4	-4	-2	7	-5	-9	7	2
CC1CCCCN1C(=O)CSc1nc(N)nc(N)n1 (stereo not drawn)	5	5	1	-8	-20	-11	-15	0	-1	1	-5
CN(C)c1cccc(C(=O)NCC(c2ccco2)N(C)C)c1 (stereo not drawn)	-17	-15	-32	-1	31	-32	3	-8	-38	3	-59
COc1cc(OC)cc(C(=O)NCCNC(=O)c2ccco2)c1	8	4	5	-10	.	-12	-14	2	17	-2	-4
COc1ccc(CN2C(=O)C(CC(=O)NCC3CCCCC3)CC(C(=O)N3CCOCC3)=C2C)cc1 (stereo not drawn)	-6	-27	-21	-8	-3	1	-5	2	7	4	1
O=C(Nc1nccs1)c1ccc(NC(=O)c2ccco2)cc1	-70	-77	-84	-9	-5	-16	12	-18	-32	0	-69
Cc1ccc(NC(=O)CSc2n[nH]c(-c3ccncc3)n2)c(C)c1	7	-8	17	-7	14	4	-1	-4	-8	-5	-1
Cc1cccc(OC(C)C(=O)Nc2ccc(S(=O)(=O)N3CCCC3)cc2)c1 (stereo not drawn)	-35	-22	-6	-10	-5	-4	14	-2	-20	-6	1
CCC(C)C1=CC(=Nc2c(C)n(C)n(-c3ccccc3)c2=O)C=C(C(C)CC)C1=O (stereo not drawn)	18	6	20	-5	7	8	-7	2	-11	-4	9
CC1=C(C(=O)O)N2C(=O)C(NC(=O)c3nn(C)cc3Cl)C2SC1 (stereo not drawn)	-1	-3	7	-2	22	0	2	-6	-24	-7	-4
Cc1onc(-c2ccccc2)c1C(=O)N1CCC(C)CC1	-7	-5	-8	-8	.	2	-5	6	12	-6	1
O=C(NCCc1ccc(Cl)cc1)c1ccc2nc[nH]c2c1	-1	-32	8	-15	-4	-3	-6	-7	-29	-6	-8
Cc1ccc(S(=O)(=O)N(C)c2ccc(OC(C)C(=O)N(C)c3ccccc3)cc2)cc1 (stereo not drawn)	3	-5	9	-8	.	9	0	-2	-18	3	-13
CCC(c1nnnn1Cc1ccco1)N1CCC(C(N)=O)CC1 (stereo not drawn)	2	7	-3	-2	1	7	-4	6	-28	4	-4
CCC(C)NC(=O)CSc1nc2c(sc(=S)n2Cc2ccco2)c(=O)n1-c1ccccc1 (stereo not drawn)	-22	13	-2	0	-5	-10	6	-7	-20	-5	-1

Assay outcomes as filed in PubChem BioAssay.
